# M. tuberculosis: growth inhibition of non-replicating M. tuberculosis (AID 488890). Mycobacterium tuberculosis non-replicating, growth inhibition; higher % means a stronger effect. inhibition, % at 25 µM, or IC50 in µM where a hit was titrated. hit rate 0.39% among 320,000; in the data active = a potency from the dose series; inconclusive = inhibition mostly from about 82% at the one dose, without a potency; inactive = the rest, 99 in 100 with inhibition below about 76%;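 note: plate controls were DMSO cells for no effect and high antibiotic wells for full effect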
# M. tuberculosis HTS: M. tuberculosis growth inhibition, HTS (AID 449762); M. tuberculosis H37Rv growth inhibition, 7H9 media; higher % means a stronger effect; inhibition, % at 25 µM; hits with a dose series show IC50 in µM; hit rate 0.59% among 330,000; in the data active = a potency from the dose series; inconclusive = inhibition above about 70% without an active follow-up result;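 note: bacterial growth assessed after seven days of incubation; strong numbers were not always called active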
# H1N1 NS1A inhibition: NS1A inhibition, H1N1 influenza, cell based functional assay (AID 504329); hit rate 0.3% among 340,000; inhibition, % at 12.5 µM; hits with a dose series show IC50 in µM; NS1A functional cell-based assay, percent inhibition; higher % means a stronger effect; in the data active = a potency from the dose series; inconclusive = inhibition above about 27% without an active follow-up result; note: strong numbers were not always called active
# inhibitors of VEEV: inhibitors of VEEV TC-83 cytopathic effect, confirmation, Vero cells (AID 588727); Vero cells, VEEV TC-83 cytopathic effect inhibition; higher % means a stronger effect; inhibition, % at 20 µM; hits with a dose series show IC50 in µM; hit rate 0.13% among 350,000; in the data active = a potency from the dose series; inconclusive = inhibition mostly from about 14% at the one dose, without a potency; inactive = the rest, 99 in 100 with inhibition below about 12%; note: strong numbers were not always called active
# Salmonella PhoP GFP: PhoP regulon inhibitors, Salmonella typhi PhoP promoter GFP reporter, confirmatory (AID 1850) | hit rate 0.33% among 310,000 | Salmonella Typhi PhoP-promoter GFP reporter, fluorescence, 4 h; higher % means a stronger effect | inhibition, % at 50 µM, or IC50 in µM where a hit was titrated; in the data active = a potency from the dose series; inconclusive = inhibition mostly from about 25% at the one dose, without a potency; inactive = the rest, 99 in 100 with inhibition below about 19%;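 note: 0% = induced wells with vehicle and 100% = uninduced wells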
# inhibitors of VEEV 10K pilot screen: second read-out of inhibitors of VEEV, no call of its own (marks repeat the call); inhibition, %; measured here: 10K pilot screen inhibition
# The depositor's hits bear a star; i = inactive; ? = inconclusive; . = no result given.
# Start of the data: the first 15 records (preview)
SMILES,M. tuberculosis,M. tuberculosis HTS,H1N1 NS1A inhibition,inhibitors of VEEV,Salmonella PhoP GFP,others
CC(=NCCc1ccccc1)C1=C(O)CCC1=O,12%,1%,4%,0.4%,22%,
COc1ccc(NS(=O)(=O)c2ccc(C)c(NC(=O)NC3CCCCC3)c2)cc1,-15%,5%,5%,i,0%,
CC(C)CCc1c(O)nc(SCC(=O)N2CCCCCC2)[nH]c1=O,-12%,0%,-3%,1.1%,2%,
CC1=CC(C)(C)N2C(=O)C3(NCCc4c3[nH]c3ccccc43)c3cccc1c32 (configuration not stated),1%,-6%,7%,0.2%,1%,
Cc1[nH]c2ccccc2c1C1C(c2ccccc2)=NN=C(C(C)C)N1O (configuration not stated),40%,5%,5%,6.0%,4%,
CCOC(=O)c1c(N)sc(C(=O)OCCOC)c1C,15%,-4%,6%,6.2%,0%,
CC(=O)c1cccc(NC(=O)N2C3CCC2CC(O)(c2cccnc2)C3)c1 (configuration not stated),10%,-7%,-1%,4.9%,-13%,
O=C(COC(=O)c1cccc(S(=O)(=O)N2CCOCC2)c1)NCc1ccc2c(c1)OCO2,-6%,-2%,-7%,0.6%,.,
c1ccc([C@H]2CN3C(=N2)Sc2ccccc23)cc1,29%,6%,-8%,1.1%,.,
Nc1nc(OCC(F)(F)F)cc(Oc2ccccc2F)n1,11%,-3%,-6%,i,9%,
O=C(Nc1ncccn1)c1cc([N+](=O)[O-])cc([N+](=O)[O-])c1,-3%,-5%,2%,i,-6%,
COC(=O)C1=C(c2cccc(C#N)c2)C[C@@H]2CC[C@H]1N2C(=O)N1CCC(C)CC1,-2%,-1%,8%,i,.,
CCN(CC)C(c1ccc(C)cc1)c1nnnn1C1CCCCC1 (configuration not stated),18%,6%,-9%,i,6%,
O=C(CCN1CCC(c2ccccc2)C1)c1cccs1 (configuration not stated),?,?,0%,14%,4%,
Cc1ccc(Cl)cc1N(C)C(=O)Cn1ncc2c([nH]c3ccccc32)c1=O,-7%,3%,-8%,3.3%,9%,

# Results, repeating the preview:
SMILES,M. tuberculosis,M. tuberculosis HTS,H1N1 NS1A inhibition,inhibitors of VEEV,Salmonella PhoP GFP,others
CC(=NCCc1ccccc1)C1=C(O)CCC1=O,12%,1%,4%,0.4%,22%,
COc1ccc(NS(=O)(=O)c2ccc(C)c(NC(=O)NC3CCCCC3)c2)cc1,-15%,5%,5%,i,0%,
CC(C)CCc1c(O)nc(SCC(=O)N2CCCCCC2)[nH]c1=O,-12%,0%,-3%,1.1%,2%,
CC1=CC(C)(C)N2C(=O)C3(NCCc4c3[nH]c3ccccc43)c3cccc1c32 (configuration not stated),1%,-6%,7%,0.2%,1%,
Cc1[nH]c2ccccc2c1C1C(c2ccccc2)=NN=C(C(C)C)N1O (configuration not stated),40%,5%,5%,6.0%,4%,
CCOC(=O)c1c(N)sc(C(=O)OCCOC)c1C,15%,-4%,6%,6.2%,0%,
CC(=O)c1cccc(NC(=O)N2C3CCC2CC(O)(c2cccnc2)C3)c1 (configuration not stated),10%,-7%,-1%,4.9%,-13%,
O=C(COC(=O)c1cccc(S(=O)(=O)N2CCOCC2)c1)NCc1ccc2c(c1)OCO2,-6%,-2%,-7%,0.6%,.,
c1ccc([C@H]2CN3C(=N2)Sc2ccccc23)cc1,29%,6%,-8%,1.1%,.,
Nc1nc(OCC(F)(F)F)cc(Oc2ccccc2F)n1,11%,-3%,-6%,i,9%,
O=C(Nc1ncccn1)c1cc([N+](=O)[O-])cc([N+](=O)[O-])c1,-3%,-5%,2%,i,-6%,
COC(=O)C1=C(c2cccc(C#N)c2)C[C@@H]2CC[C@H]1N2C(=O)N1CCC(C)CC1,-2%,-1%,8%,i,.,
CCN(CC)C(c1ccc(C)cc1)c1nnnn1C1CCCCC1 (configuration not stated),18%,6%,-9%,i,6%,
O=C(CCN1CCC(c2ccccc2)C1)c1cccs1 (configuration not stated),?,?,0%,14%,4%,
Cc1ccc(Cl)cc1N(C)C(=O)Cn1ncc2c([nH]c3ccccc32)c1=O,-7%,3%,-8%,3.3%,9%,
CCC(CC)NC(=O)c1oc2ccccc2c1COc1ccccc1,17%,0%,-1%,i,-9%,
O=C(NCC1CCCN1S(=O)(=O)c1cccs1)C(=O)Nc1ccccc1Cl (configuration not stated),-21%,?,-2%,6.6%,6%,
COc1ccc(Cc2nnc(SCC(=O)c3c(N)n(C4CC4)c(=O)[nH]c3=O)o2)cc1,-2%,-6%,-7%,2.5%,.,
CCOC(=O)c1oc2cc(O)ccc2c(=O)c1-c1csc(C)n1,0%,0%,6%,0.4%,-3%,
NC(=O)c1cccc(-c2cccc(OC(=O)NC3CCCCC3)c2)c1,75%,7%,-8%,1.1%,-9%,
O=[N+]([O-])c1cc(C(F)(F)F)cc([N+](=O)[O-])c1NCCCN1CCOCC1,1%,-6%,-11%,1.1%,3%,
O=C(CSc1nnc(CNC(=O)c2ccccc2F)o1)Nc1ccc2c(c1)OCO2,56%,-3%,0%,0.7%,-2%,
COC(=O)CN(c1ccc2c(c1)OCO2)S(=O)(=O)c1c(C)[nH]c(=O)[nH]c1=O,-1%,-7%,-1%,3.0%,-1%,
COc1cccc(-c2nn3c(-c4ccco4)nnc3s2)c1,6%,-4%,-3%,1.9%,21%,
CCOC(=O)c1c(NC(=O)C(C)Sc2cccc[n+]2[O-])sc2c1CCN(Cc1ccccc1)C2 (configuration not stated),46%,1%,5%,78%,-10%,
CCCCN1CC(COCc2ccccc2)Oc2cccc(Oc3ccc(C(C)C)cc3)c2S1(=O)=O (configuration not stated),.,.,6%,i,.,
CCN(CC)c1nc(C(F)(F)F)nc2c1nnn2Cc1ccccc1,27%,7%,-10%,0.6%,-7%,
Cc1ccc(C2C(=O)N(C3CCCC3)CC(=O)N2CC2COc3ccccc3O2)cc1 (configuration not stated),4%,5%,6%,i,-3%,
CC(=O)N1CCCc2cc(S(=O)(=O)N3CCCC(C(=O)Nc4ccccc4C)C3)ccc21 (configuration not stated),3%,-10%,9%,0.7%,-4%,
COc1ccccc1C(=O)NCCCNC(=O)c1cnccn1,-11%,-2%,11%,1.2%,0%,

# Looked up one by one from the list above, two records:
SMILES,M. tuberculosis,M. tuberculosis HTS,H1N1 NS1A inhibition,inhibitors of VEEV,Salmonella PhoP GFP,others
COc1ccccc1C(=O)NCCCNC(=O)c1cnccn1,-11%,-2%,11%,1.2%,0%,
Cc1ccc(C2C(=O)N(C3CCCC3)CC(=O)N2CC2COc3ccccc3O2)cc1 (configuration not stated),4%,5%,6%,i,-3%,

# (cont.)
SMILES,M. tuberculosis,M. tuberculosis HTS,H1N1 NS1A inhibition,inhibitors of VEEV,Salmonella PhoP GFP,others
COc1ccc(C)cc1NC(=O)CN1C(=O)COc2ccc(S(=O)(=O)N3CCC(C)CC3)cc21,9%,-1%,-3%,3.6%,-19%,
Cc1cccc(OCc2nnc(SCC(=O)c3ccccc3)o2)c1,58%,-2%,0%,1.4%,5%,
O=S(=O)(NC1CC1)c1ccc(S(=O)(=O)N2CCCc3ccccc32)cc1,29%,-3%,5%,i,0%,
CCCC/S(C)=N/S(=O)(=O)c1ccc(C)cc1 (configuration not stated),-25%,-5%,23%,0.6%,-7%,
CS(=O)(=O)Nc1ccc(C(=O)NC2CC3CCC2C3)cc1 (configuration not stated),-4%,-7%,21%,i,-9%,inhibitors of VEEV 10K pilot screen=3.4
C=CCn1c(SCCN2CCOCC2)nc2c1c(=O)[nH]c(=O)n2C,-14%,2%,18%,1.5%,-4%,
CC(C)C(=O)Nc1ccc(-c2nc3ncccc3o2)cc1,1%,-6%,2%,1.8%,6%,
O=C(Nc1ccccc1F)N(Cc1ccc(F)cc1)Cc1nc2ccccc2c(=O)[nH]1,-2%,-4%,-2%,0.3%,6%,
Cc1cccc(-n2ncc(C#N)c2N)c1,8%,1%,-31%,0.8%,-7%,
CCCCn1c(N)c(N(C)C(=O)C2CCCC2)c(=O)[nH]c1=O,10%,-4%,-21%,i,.,
Cc1c(CN(C)C)c2c(n1Cc1ccccc1)C(=O)c1ccccc1-2,36%,-1%,1%,5.9%,6%,
CC(=O)c1ccccc1NC(=O)c1cc(S(=O)(=O)N2CCOCC2)ccc1N1CCCC1,-1%,6%,-6%,i,.,
COc1ccc(C(=O)C2CCCN(Cc3ccsc3)C2)cc1OC (configuration not stated),1%,-1%,0%,i,-7%,
Cc1cccc(Nc2nnc(SCC(=O)NC3CCCc4ccccc43)s2)c1C (configuration not stated),59%,14%,-8%,8.0%,7%,
O=C(Nc1cccc(S(=O)(=O)NCc2ccco2)c1)c1cc(-c2ccc(F)cc2)nc2ccccc12,12%,28%,4%,9.6%,-8%,
C=Cn1ccnc1P(=S)(c1cc(N(CC)CC)ns1)c1nccn1C=C,27%,20%,-1%,i,7%,
CC(C)c1ccc(CNc2ncc(Br)cn2)cc1,33%,6%,1%,1.8%,7%,
O=C(COc1ccc(Br)cc1)NCCN1CCCC1,29%,3%,21%,0.2%,7%,
CC(C(=O)NCC1CCCCC1)N1CCN(S(=O)(=O)c2cccs2)CC1 (configuration not stated),.,.,3%,3.4%,.,
CCn1cc(S(=O)(=O)Nc2nc3ccc(OC)cc3s2)cn1,-16%,-6%,9%,0.3%,-8%,
CC(CCc1ccccc1)NC(=O)/C=C/c1ccccc1 (configuration not stated),46%,-4%,-1%,i,-2%,
CCCC(C)C(=O)Nc1ccccc1C(=O)OCC (configuration not stated),3%,-6%,2%,0.4%,4%,
Cc1cc(C)n(CC(O)COc2ccc(F)cc2)n1 (configuration not stated),10%,9%,-6%,0.8%,6%,
C=CCN1C(=O)c2ccc(C(=O)N3CCN(S(=O)(=O)c4ccccc4Br)CC3)cc2C1=O,0%,-3%,-13%,1.0%,2%,
O=C(CSc1nnc(CNC(=O)c2c(F)cccc2Cl)o1)Nc1ccc2c(c1)OCCO2,5%,6%,3%,1.5%,9%,
Nc1cc(N)nc(SCC(=O)NCc2ccco2)n1,4%,-2%,1%,0.5%,-15%,
COc1cccc(-c2csc(NC(=O)Oc3ccccc3)n2)c1,1%,22%,-1%,i,-10%,
CCN(CC)CCOC(=O)c1ccc(NC(=O)C(C)NC(=O)C23CC4CC(CC(C4)C2)C3)cc1 (configuration not stated),-5%,4%,-2%,0.6%,-25%,
Cc1cc(C)cc(OCC(=O)N(C)CC(=O)Nc2ccc(Cl)c(C(F)(F)F)c2)c1,18%,-9%,-13%,1.1%,.,
CCOc1ccc(CNC(=O)CCn2c(=O)oc3ccccc32)cc1,-7%,-3%,-6%,i,4%,
CC(C)(C)c1ccc(C(CC(=O)O)NC(=O)Cc2ccc(Cl)cc2)cc1 (configuration not stated),3%,-4%,-5%,0.2%,-4%,
CN(C)S(=O)(=O)c1ccc(C(=O)NCCS(=O)(=O)N2CCN(c3ccc(F)cc3)CC2)cc1,4%,1%,1%,1.5%,-8%,
Fc1ccc(C(CCCn2nnc(-c3cccnc3)n2)c2ccc(F)cc2)cc1,27%,39%,6%,3.2%,2%,
CN(c1ccc(C(=O)NCCSCc2ccc(Cl)cc2)cc1)S(=O)(=O)c1ccccc1,25%,?,6%,5.5%,-2%,
Cc1cc(Nc2ccc(N(C)C)cc2)n2ncnc2n1,-5%,-1%,-3%,0.4%,1%,

# Not a hit list. About 1.4% of those tested had a hit in this group.
